Source: PubChem BioAssay
PostGolgi ctrl = inhibits growth of the yeast control strain; efflux-deficient yeast background strain, growth absorbance A615, 16 h; hit rate 5% among 98,000; inhibition, % at 10 µM
Ecoli WT expand = E. coli BW25113 growth inhibition, expanded screen | growth inhibition, % at 100 µM | hit rate 0.15% among 98,000 | OD600 absorbance | AID 710;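 active = growth inhibition above about 50% at one test dose, limit read from the data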;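 also: growth measured after 20 h incubation at 37 °C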
Lung fibro prol = blocks proliferation of human lung fibroblasts; LL 47 human lung fibroblast viability, ATP luminescence; stronger effect = lower value; viability, % at 10 µM; hit rate 1.1% among 85,000;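 active = viability at or below 50% in the single dose screen; inactive = viability above 50%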;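 also: compound exposure lasted 72 h before the ATP readout; 100% = median luminescence of untreated cell-only wells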
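Material: human LL 47 lung fibroblast cells; quantity: 1,150 cells/well; medium: IMEM plus 15% FBS; doses: 0.1% DMSO in all compound wells; timing: overnight attachment after seeding, then 72 h compound exposure at 37 °C; detection: CellTiter-Glo luminescence; measure: % viability of median cell-only signal; controls: cell-only wells, no compound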
HUVEC inhibit = human endothelial cell proliferation inhibition; HUVEC proliferation, CellTiter-Glo luminescence, 72 h; stronger effect = lower value; viability, % at 10 µM (by protocol); hit rate 1.1% among 86,000;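 active = viability at or below 30%; inactive = viability above 30%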;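 also: 100% = median luminescence of DMSO-only cell control wells on each plate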
hDAT+cocaine = changed human dopamine transporter uptake under cocaine IC80; B-score at 10 µM; Q01959; hit rate 1.3% among 110,000; AID 449768; LLC-PK1 hDAT cells, [14C]-dopamine uptake with cocaine IC80; actives deviate in either direction;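 active = Z score or B-score, a plate-position-corrected score, falls beyond the plate's 99.7% confidence bounds, in either direction; inactive = both scores lie inside the 99.7% bounds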;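 also: scored against the spread of the other compound wells on the same plate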
Target sequence (Q01959 whole entry, looked up): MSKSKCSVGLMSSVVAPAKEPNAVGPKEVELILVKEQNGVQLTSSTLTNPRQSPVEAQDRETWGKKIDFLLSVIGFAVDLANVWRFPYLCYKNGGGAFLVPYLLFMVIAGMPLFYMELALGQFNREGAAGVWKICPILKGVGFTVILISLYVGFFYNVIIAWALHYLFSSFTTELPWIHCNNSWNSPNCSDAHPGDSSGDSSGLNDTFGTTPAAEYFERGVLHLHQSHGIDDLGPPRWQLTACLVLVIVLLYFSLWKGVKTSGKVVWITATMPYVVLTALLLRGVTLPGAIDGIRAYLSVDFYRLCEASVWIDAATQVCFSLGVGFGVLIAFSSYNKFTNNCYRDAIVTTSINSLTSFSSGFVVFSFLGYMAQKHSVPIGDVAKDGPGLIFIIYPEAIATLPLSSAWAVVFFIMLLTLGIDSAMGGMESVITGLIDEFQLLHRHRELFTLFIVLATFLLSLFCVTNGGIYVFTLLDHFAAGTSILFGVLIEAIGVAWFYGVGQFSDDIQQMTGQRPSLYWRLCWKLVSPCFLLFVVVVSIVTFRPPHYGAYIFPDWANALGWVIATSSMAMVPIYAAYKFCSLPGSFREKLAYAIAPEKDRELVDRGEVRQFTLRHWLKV
PostGolgi yeast = growth inhibition of a yeast mutant, post-Golgi transport screen. post-Golgi transport phenotypic cell assay. inhibition, % at 10 µM. hit rate 0.9% among 98,000. AID 739;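 also: yeast cells grown in 1536-well plates; yeast grown about 18 h at 30C before absorbance read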
S1P2 blocker = antagonists of human S1P2 receptor. hit rate 0.21% among 97,000. cell-based S1P2 antagonist assay, inhibition at 5 uM. inhibition, % at 5 µM; in the data active = inhibition above about 45%;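 also: CRE beta-lactamase reporter cells expressing human S1P2 stimulated with S1P; 0% = agonist at EC80 alone and 100% = agonist plus reference antagonist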
Target sequence (O95136 whole entry, looked up): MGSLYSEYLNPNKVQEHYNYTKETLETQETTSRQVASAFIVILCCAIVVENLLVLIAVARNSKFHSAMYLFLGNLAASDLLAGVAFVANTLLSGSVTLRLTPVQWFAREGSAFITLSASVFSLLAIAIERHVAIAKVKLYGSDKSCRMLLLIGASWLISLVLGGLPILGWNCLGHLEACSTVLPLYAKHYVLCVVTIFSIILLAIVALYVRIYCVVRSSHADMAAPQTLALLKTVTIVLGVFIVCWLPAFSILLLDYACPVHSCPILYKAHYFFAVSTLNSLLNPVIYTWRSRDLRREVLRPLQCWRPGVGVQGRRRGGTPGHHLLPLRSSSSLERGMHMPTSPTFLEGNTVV
H69AR inhibit = growth inhibitors of human H69AR lung tumor cells | H69AR lung tumor viability, ATP luminescence, 72 h; stronger effect = lower value | hit rate 6% among 85,000 | viability, % at 10 µM | AID 598;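 active = viability at or below 40%; inactive = viability above 40%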;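 also: multidrug resistant small cell line overexpressing MRP-1 efflux transporter; 100% = mean luminescence of untreated control wells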
S1P2 agonist = activates the human S1P2 receptor; O95136; S1P2-expressing cell line, agonist reporter read-out; activation, % at 4.5 µM; hit rate 0.46% among 97,000; in the data active = activation above about 16%;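 also: 0% = vehicle low control and 100% = maximal reference agonist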
* = called active by the depositor; / = no result given; & = joins results of further samples. Rule as the data show it, unless noted: active = inhibition above about 30%; inactive = the rest.

Order of values: PostGolgi ctrl	Ecoli WT expand	Lung fibro prol	HUVEC inhibit	hDAT+cocaine	PostGolgi yeast	S1P2 blocker	H69AR inhibit	S1P2 agonist
CCOc1ccc2ccccc2c1C(=O)N1CCN(c2ccccc2)CC1
→ 13	-12	59	49	0.59	-4	17	15*	-5
Cc1cc(NCCCN2CCOCC2)n2c(nc3ccccc32)c1C#N
→ 2	0	105	98	-0.074	-5	7	60	2
CCNC(=O)C1CC(=O)N(Cc2ccc3c(c2)OCO3)C(=Nc2ccc(OCC)cc2)S1 (configuration not stated)
→ 5	-8	94	76	0.066	0	-5	64	-8
O=C(CN1CCN(C(=O)c2cccs2)CC1)Nc1ccc(Br)cc1
→ 8	11	104	102	1	-4	8	97	-3
COCCCNC(=O)C1CCN(c2nc(C)cc(C)n2)CC1
→ 4	-1	101	105	-1.6	0	18	98	-6
CC(c1ccco1)N(C(=O)C12CC3CC(CC(C3)C1)C2)c1ccccn1 (configuration not stated)
→ 11	-3	87	99	0.41	-3	-18	103	-1
Cc1cc(C)c(C(=O)CSc2nnc(-c3ccccc3Br)o2)cc1C
→ -1	-4	94	62	0.84	9	-3	72	-7
Cc1cccc2c1-c1sc(C(=O)Nc3nccs3)cc1CO2
→ -1	-6	91	112	-2	-15	-12	63	24*
CN(C)CCN1C(=O)C(=O)/C(=C(/O)c2ccc(F)cc2)C1c1ccccc1F (configuration not stated)
→ 4	-7	103	92	0.057	1	/	80	/
CCOC(=O)c1nnc(-c2ccccc2)nc1Sc1ccccc1Cl
→ 23	-16	87	62	0.34	-2	-6	0.6*	-6
CC(=O)N(Cc1ccccc1)c1ccc(C(=O)O)cc1
→ 15	-2	88	89	-0.81	0	9	91	-6
COC(=O)c1ccc(C2/C(=C(\O)c3ccc(OC)c(C)c3)C(=O)C(=O)N2c2cc(C)on2)cc1 (configuration not stated)
→ 9	-2	95	85	0.26	2	/	97	/
CC(C)NC(=O)Cn1c(SCC(=O)N2CCCc3ccccc32)nc2ccccc21
→ 2	-5	112	101	1.2	23	18	85	-7
Cc1nnc(N(Cc2ccco2)C(=O)c2cccc(C#N)c2)s1
→ 10	0	102	104	-0.072	-3	1	69	-11
COC(=O)c1ccc(OCc2nc(N)nc(N3CCOCC3)n2)cc1
→ 8	-2	/	96	-0.025	3	/	95	/
COc1ccc(Br)cc1C(=O)Nc1ccc(O)cc1
→ 8	8	101	72	0.39	3	8	42	-2
Cc1cc(C)c(S(C)(=O)=O)c(Oc2ccc(C(C)(C)C)cc2)n1
→ 0	5	/	/	/	15	1	/	-2
CCc1cccc2c(=O)c(C(=O)N3CCCCCC3)c[nH]c12
→ -3	-4	98	92	-0.97	0	4	98	-3
NC(=O)NC(c1ccccc1)c1ccccc1F (configuration not stated)
→ 9	0	98	93	0.0026	-4	14	98	-5
COC(=O)c1oc2nc(C)cc(C)c2c1N
→ 17	10	111	104	0.32	10	-1	94	-3
O=C(c1cccc(S(=O)(=O)N2CCOCC2)c1)N1CCN(c2ccc(F)cc2)CC1
→ 5	-6	93	86	-0.033	9	-4	91	-7
Cn1c(=O)cc(OCC(=O)NC2CCCCC2)c2ccccc21
→ 1	0	100	98	-0.18	21	-21	75	-6
Cc1n(CC(O)COC2CCCCC2)c2ccccc2[n+]1C (configuration not stated)
→ /	/	106	87	-1.5	/	6	97	-5
CCC(Cc1ccccc1)NC(=O)CN1C(=O)CSc2ncccc21 (configuration not stated)
→ 8	-5	106	100	-0.092	-3	/	91	/
CC1(c2ccccc2)NC(=O)N(CC(=O)NC(=O)NC2CCCC2)C1=O (configuration not stated)
→ 0	2	92	94	0.075	0	9	83	-8
COc1ccccc1N(C)S(=O)(=O)c1ccc(C(=O)NC(C)(C)C)cc1
→ -3	4	/	/	/	1	-21	/	1
CSc1nc(NCc2ccco2)c2ccccc2n1
→ 11	4	97	65	-0.52	3	-12	99	-7
Cc1cc(O)ccc1NC(=O)c1ccccc1
→ 12	5	97	93	0.7	5	0	89	-4
COc1cc(C(=O)NCCc2ccc(S(N)(=O)=O)cc2)cc(OC)c1OC
→ 4	3	104	97	-0.13	0	-19	100	-3
CCCCNS(=O)(=O)c1ccc(OC)c(Cl)c1Cl
→ 10	0	106	107	0.55	2	-5	100	-5
Cc1cc(C)c(C#N)c(Sc2nnnn2-c2ccccc2)n1
→ 9	3	102	107	0.98	0	16	84	-5
Cc1cccc(N(C(=O)c2ccc(CN3CCOCC3)o2)C(C(=O)NC2CCCCC2)c2ccc(F)cc2)c1 (configuration not stated)
→ /	/	83	108	-0.71	/	-1	103	-8
COc1ccc(N(CC(=O)N2CCN(C)CC2)S(=O)(=O)c2ccccc2)cc1OC
→ 3	-7	102	97	0.081	-2	6	102	0
O=C(Nc1cccc2c1CCCC2)C1CCN(c2nnnn2-c2ccccc2)CC1
→ 12	-4	94	88	0.087	-3	-14	51	-5
CCOC(=O)C(C)n1cnc2c(nnn2-c2cccc(Cl)c2)c1=O (configuration not stated)
→ 9	0	100	110	-0.65	2	-2	102	-4
COc1cccc(N(CC(=O)NC(C)(C)C)C(=O)C2CSC(=O)C2)c1 (configuration not stated)
→ 2	0	93	91	-0.96	-2	-11	99	-6
CCCCn1c2c(c(=O)n(C)c1=O)C(CC(=O)OCC(=O)Nc1cccc(C(F)(F)F)c1)C(=O)N2 (configuration not stated)
→ 1	3	99	87	1.4	-1	18	99	-5
Cc1ccccc1NC(=O)C1c2cccc[n+]2CC(=O)N1c1c(C)cccc1C (configuration not stated)
→ 0	0	99	87	-0.12	2	-12	93	-5
CCN(CCNC(=O)c1cccc(N2CCCC2=O)c1)c1ccccc1
→ 5	-12	95	95	0.058	-4	-26	83	-3
CC1=C(C(=O)OCc2ccccc2)C(c2ccco2)C2=C(CC(C)(C)CC2=O)N1 (configuration not stated)
→ 10	-12	91	88	-0.33	-4	11	53	-4
COc1ccc(C)cc1NC(=O)CN1CCN(c2ccc(F)cc2)CC1
→ 22	-9	99	102	1.5	14	-10	94	-8
COC(=O)Cc1[nH]nc2c1C(c1cccc(OC)c1OC)C(C#N)=C(N)O2 (configuration not stated)
→ 9	-2	102	91	-0.86	1	/	100	/
O=C(NC1CCN(Cc2ccccc2)CC1)C12CC3CC(CC(C3)C1)C2
→ /	/	97	96	-0.48	/	-13	86	-6
COc1ccccc1C(=O)Nc1nnc(-c2ccco2)s1
→ 13	-11	96	85	-0.16	-8	-14	69	-4
Cc1ccc(C)c(NS(=O)(=O)c2c(C)ccc3nsnc23)c1
→ 9	-2	100	102	0.2	-5	14	94	-3
CC(Nc1cc(=O)n(C)c(=O)[nH]1)c1ccccc1 (configuration not stated)
→ 14	0	98	93	-1.1	5	-9	100	-7
CCC(=O)N(CC(=O)Nc1sc(C)c(C)c1C(N)=O)C1CCCCC1
→ -2	3	/	/	0.2	6	-14	/	-4
c1ccc2c(N3CCCCC3)nc(N3CCCC3)nc2c1
→ -2	17	/	/	0.58	-7	8	/	-6
Cc1ccc(Cn2c(NCCc3ccccc3)nc3c2c(=O)n(C)c(=O)n3C)cc1
→ -4	-3	93	101	-0.78	-6	-16	89	-4
O=C(CC(=O)c1cc(Cl)ccc1O)c1ccccc1
→ 42*	18	40*	35	0.075	90*	0	11*	-8
CC(C)(C)N=C1SCC(C)(/C=N/O)S1 (configuration not stated)
→ 1	6	92	114	0.77	-2	9	80	-3
CCOc1ccc(-c2nc(C#N)c(NC3CC3)o2)cc1
→ -1	0	/	/	0.13	9	18	/	-11
CC(C)(C)NC(=O)CN(Cc1cccs1)C(=O)c1csnn1
→ 31*	-4	101	100	0.53	-10	0	99	-4
Cc1cc(C)n(-c2nc(SCCN(C)C)c3c4c(sc3n2)CCCC4)n1
→ 5	14	3.0*	2.3*	3*	2	-1	2.7*	-5
COC(=O)c1ccc(N2CCN(S(=O)(=O)c3ccccc3)CC2)c([N+](=O)[O-])c1
→ 6	1	/	/	0.14	-6	4	/	-3
COc1ccc2c(c1)CCc1c(C(=O)N3CC4(C)CC3CC(C)(C)C4)noc1-2 (configuration not stated)
→ 38*	-16	96	86	1.3	-7	-14	35*	-5
CCOC(=O)/C(C#N)=C/c1cc(C)n(-c2ccc(C)cc2)c1C
→ 19	-14	94	95	0.29	-2	-1	81	2
COc1ccc(C(c2nnnn2C2CCCC2)N2CCN(c3ccccc3)CC2)cc1 (configuration not stated)
→ /	/	98	108	0.01	/	-15	89	-3
O=C(OCCN1C(=O)c2ccccc2C1=O)c1cc(S(=O)(=O)N2CCOCC2)ccc1Cl
→ 6	-6	103	117	0.75&1	-9	3	97	1
CCOC(=O)N1CCN(S(=O)(=O)c2ccc(Br)s2)CC1
→ 1	3	98	101	-0.078	-9	-6	93	-4

(more compounds)
Order of values: PostGolgi ctrl	Ecoli WT expand	Lung fibro prol	HUVEC inhibit	hDAT+cocaine	PostGolgi yeast	S1P2 blocker	H69AR inhibit	S1P2 agonist
CCOC(=O)C1CCN(C(=O)CSc2cc(=O)n(C)c3ccccc23)CC1
→ 6	2	104	90	0.32	-5	5	87	-10
O=C(CCl)Nc1cc(-c2ccccc2)nn1-c1ccccc1
→ 9	1	6.8*	14*	-1	7	-6	1.2*	-4
CC1CCN(C(=S)NC(=O)C2CCCCC2)CC1
→ 18	6	/	/	-0.01	1	9	/	-7
CCN1C(=O)C(O)(CC(=O)c2ccc(-n3cccc3)cc2)c2ccccc21 (configuration not stated)
→ 11	2	98	105	1.5	7	/	77	/
FC(F)(F)Oc1ccc(Nc2nc3ccccc3o2)cc1
→ 3	-8	94	105	1	2	/	109	/
O=C(Cc1ccc(S(=O)(=O)N2CCCC2)s1)NC1CCCCCC1
→ 32*	0	/	/	1.1	8	9	/	-7
COc1ccc(OC)c(C2=NOC(C(=O)Nc3cccc(C(C)=O)c3)C2)c1 (configuration not stated)
→ 9	0	95	60	0.29	-2	7	89	-4
COc1cc(C)c(C(C)C)cc1S(=O)(=O)N1CCN(C)CC1
→ 4	8	96	91	0.95	-2	10	87	-4
Cc1nnc(SCC(=O)NC(=O)NC2CCCC2)n1N
→ 8	6	100	100	-1.3	3	-12	109	-4
O=C1C2CC=CCC2C(=O)N1CC1CCCO1 (configuration not stated)
→ 0	3	92	108	0.33	-3	8	85	-4
COc1ccc(C(=O)NC(=S)Nc2ccc([N+](=O)[O-])cc2C)cc1OC
→ 25	-9	/	/	-1.5	-11	14	/	-8
Cc1nn(-c2ccccc2)c(Cl)c1C(=O)Nc1nnc(C2CCCCC2)s1
→ 1	-11	106	103	0.95	-3	-6	81	-1
COc1cccc(C(=O)OCn2nnc3ccccc3c2=O)c1
→ 6	2	97	99	-0.51	2	-15	102	-1
CCCNS(=O)(=O)c1ccc(NC(=O)Cc2cccs2)cc1
→ /	/	92	99	0.17	/	0	93	4
CS(=O)(=O)N1CCN(c2ccccc2NC(=O)c2ccc(Br)o2)CC1
→ 42*	-5	100	90	2	3	1	53	-2
Oc1ccc2ccccc2c1CN1CCN(c2ccccc2)CC1
→ 21	2	99	86	-0.19	-3	9	99	-4
Cc1ccc(CCNC(=O)C2CCCN(C(=O)N(C)C)C2)cc1 (configuration not stated)
→ -1	4	97	97	-1.3	1	-6	94	-1
Cc1nc(-c2cccc(S(=O)(=O)N3CCC(C)CC3)c2)cs1
→ 38*	6	104	111	0.69	-7	22	76	-8

Given with bars between the fields: part of the list above
structure | PostGolgi ctrl | Ecoli WT expand | Lung fibro prol | HUVEC inhibit | hDAT+cocaine | PostGolgi yeast | S1P2 blocker | H69AR inhibit | S1P2 agonist
Cc1ccc(CCNC(=O)C2CCCN(C(=O)N(C)C)C2)cc1 (configuration not stated) | -1 | 4 | 97 | 97 | -1.3 | 1 | -6 | 94 | -1
COc1cccc(C(=O)OCn2nnc3ccccc3c2=O)c1 | 6 | 2 | 97 | 99 | -0.51 | 2 | -15 | 102 | -1
Oc1ccc2ccccc2c1CN1CCN(c2ccccc2)CC1 | 21 | 2 | 99 | 86 | -0.19 | -3 | 9 | 99 | -4
